ROMK primary: modulators of human ROMK potassium channel. P48048. Tet-inducible ROMK, thallium flux fluorescence; actives lie on both sides. B-score at 10 µM. 130,000 compounds, 2% hits;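 active = signal ratio slope over the read window, or its plate-corrected B-score, at least 3 SD from the plate mean, either direction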;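 note: B-score of the F/F0 ratio slope over 7 to 12 s after thallium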
PPARg SRC2 recr: promotes SRC-2 coactivator recruitment by human PPARgamma; P37231; PPARgamma LBD-SRC-2 recruitment, biochemical; activation, % at 8 µM; 200,000 compounds, 0.34% hits; AID 1032; in the data active = activation above about 22%;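 note: 0% = vehicle and 100% = reference agonist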
Target sequence (P37231 whole entry, looked up, the tested form may be a part): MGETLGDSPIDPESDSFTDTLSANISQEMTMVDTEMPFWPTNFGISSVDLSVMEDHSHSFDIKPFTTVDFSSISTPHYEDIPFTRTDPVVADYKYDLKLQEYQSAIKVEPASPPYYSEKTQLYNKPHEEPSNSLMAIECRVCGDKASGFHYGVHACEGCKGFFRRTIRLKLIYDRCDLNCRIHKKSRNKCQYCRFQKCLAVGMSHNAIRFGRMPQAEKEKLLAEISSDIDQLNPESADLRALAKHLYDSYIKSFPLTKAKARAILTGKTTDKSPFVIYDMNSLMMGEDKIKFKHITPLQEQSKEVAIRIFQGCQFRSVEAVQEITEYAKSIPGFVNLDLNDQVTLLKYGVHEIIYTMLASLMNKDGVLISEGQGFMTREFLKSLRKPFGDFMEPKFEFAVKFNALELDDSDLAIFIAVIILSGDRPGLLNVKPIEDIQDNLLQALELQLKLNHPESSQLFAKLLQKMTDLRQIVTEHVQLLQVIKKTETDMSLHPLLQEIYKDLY
L major viab: Leishmania major promastigote growth inhibition | 200,000 compounds, 9% hits | Leishmania major promastigotes, resazurin fluorescence viability | AID 1063 | inhibition, % at 10 µM; in the data active = inhibition above about 50%;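 note: promastigotes grown with compound for 44 hours at 28 °C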
PPARg SRC3 recr: PPARgamma-driven SRC-3 recruitment agonism. P37231. biochemical PPARgamma/SRC-3 coactivator recruitment assay. activation, % at 8 µM. 200,000 compounds, 0.26% hits; in the data active = activation above about 23%;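 note: 0% = DMSO and 100% = reference agonist; some compounds past the cut are filed as inactive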
TLR4-MyD88 BLA: inhibitors of human TLR4-MyD88 binding | AID 861 | 200,000 compounds, 0.18% hits | O00206+Q99836 | inhibition, % at 8.4 µM | HeLa CL3-4 TLR4/MyD88 BLA complementation, FRET ratio; in the data active = inhibition above about 25%;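 note: 0% = vehicle and 100% = reference inhibitor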
bIAP inhibitor: intestinal alkaline phosphatase (bovine) inhibition; inhibition, % at 20 µM; purified bovine IAP, CDP-star luminescence, 30 min; AID 1019; 190,000 tested, under 10 active;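 active = over 50% inhibition of intestinal alkaline phosphatase at 20 µM in the single-dose screen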
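Assay system: bovine IAP enzyme; medium: DEA buffer 100 mM, pH 9.8, with MgCl2 1.0 mM, ZnCl2 0.02 mM; doses: 20 µM single dose; incubation: enzyme reaction for 30 min at room temperature; detection: CDP-star luminescence signal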
SRC2 TRFRET art: flags TR-FRET format artefacts in PPARgamma SRC-2 recruitment agonist screen; TR-FRET ratio at 8 µM; 200,000 compounds, 0.4% hits; TR-FRET artefact counter-screen; stronger effect = higher value; AID 1049; in the data active = TR-FRET ratio above about 2000; note: inactives centre near 1500; reference of the scale not given here
S1P3 antag: blocks the human S1P3 receptor. 170,000 compounds, 0.27% hits. CHO S1P3 NFAT-BLA reporter, FRET fluorescence, antagonist mode. inhibition, % at 4.98 µM;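 active = inhibition above the plate cutoff, the mean inhibition of test wells on that plate plus 3 SD, cut at about 28% in these data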;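 note: cells challenged with S1P at its EC80 of 0.8 µM; blue over green emission ratio from cleaved BLA substrate after 4 h stimulation; 0% = S1P-stimulated wells and 100% = unstimulated DMSO-only wells; some compounds past the cut are filed as inactive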
Target sequence (Q99500 whole entry, looked up): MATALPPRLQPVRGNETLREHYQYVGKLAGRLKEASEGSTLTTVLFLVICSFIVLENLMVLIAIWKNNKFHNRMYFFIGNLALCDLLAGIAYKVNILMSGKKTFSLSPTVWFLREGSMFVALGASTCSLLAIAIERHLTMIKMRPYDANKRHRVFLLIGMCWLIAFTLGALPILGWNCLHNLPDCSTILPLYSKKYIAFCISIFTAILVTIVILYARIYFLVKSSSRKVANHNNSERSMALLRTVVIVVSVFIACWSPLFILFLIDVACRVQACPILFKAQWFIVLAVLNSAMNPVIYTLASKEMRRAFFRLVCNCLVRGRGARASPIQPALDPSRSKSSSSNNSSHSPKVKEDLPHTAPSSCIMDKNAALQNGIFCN
Redox H2O2 prof: compounds producing H2O2 with reducing agent – biochemical, NIH compound library profiling, artefact control for MLSCN library redox annotation, primary screen | activation, % at 10 µM | DTT-dependent redox cycling H2O2, phenol red/HRP absorbance; 100% = 100 µM peroxide control, 0% = buffer | 200,000 compounds, 0.03% hits | AID 878;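 active = activation of at least 50% relative to the plate's high and low controls in the primary single-dose screen; inactive = activation below 50%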;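 note: compound incubated with DTT at 0.8 mM final as the reducing agent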
PPARg SRC1 recr: PPARgamma-driven SRC-1 recruitment agonism. 200,000 compounds, 0.41% hits. activation, % at 8 µM. PPARgamma-SRC-1 coactivator recruitment biochemical assay; in the data active = activation above about 19%;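 note: 0% = DMSO and 100% = reference agonist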
bIAP act: intestinal alkaline phosphatase (bovine) activation | activation factor at 20 µM | 200,000 compounds, 0.17% hits | purified bovine IAP, CDP-star luminescence, 30 min; stronger effect = higher value; fold of DMSO-control signal, blank-subtracted | AID 1016;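 active = activation factor of 2 or more at 20 µM, a signal rise over negative controls twice the positive control's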
Numbers without * were called inactive; . = no result given.

item	Structure	ROMK primary	PPARg SRC2 recr	L major viab	PPARg SRC3 recr	TLR4-MyD88 BLA	bIAP inhibitor	SRC2 TRFRET art	S1P3 antag	Redox H2O2 prof	PPARg SRC1 recr	bIAP act
1	Cc1ccc2cc3c(NC(=O)C4CCCO4)nn(CC(C)C)c3nc2c1 (stereo not drawn)	-0.28	7	23	10	-9	-27	1538	.	0.2	3	1.3
2	O=C(COC(=O)c1ccccc1Br)Nc1cc(S(=O)(=O)N2CCOCC2)ccc1N1CCCC1	-1.9	-2	30	1	-11	1	1553	-17	-2.0	-1	1
3	COc1cccc(-c2noc(CCC(=O)NCC3CCCO3)n2)c1 (stereo not drawn)	1.5	7	-3	6	7	-2	1519	-28	-0.4	17	1
4	COCCCn1c(=O)/c(=C\c2ccccc2OC(F)F)s/c1=C(/C#N)C(=O)NC(C)C	.	4	3	2	-4	21	1435	-7	-0.1	-8	0.8
5	C=CSc1sc(Cl)c(N2CCOCC2)c1[N+](=O)[O-]	0.024	-3	2	3	-5	2	1426	7	-0.6	2	1
6	O=C(NC1CCCCC1)C(=S)NC1CCCCC1	-0.52	-4	-3	-1	-7	-5	1338	-11	0.5	4	1.1
7	CCCC(=O)Nc1cc(Cl)ccc1C	0.071	7	0	1	-6	-8	1568	-13	-1.7	2	1.1
8	CC1=C(C(=O)NCc2ccccc2)C(c2ccc(C)o2)n2ncnc2N1 (stereo not drawn)	-0.25	2	-4	3	14	3	1337	31	-1.4	2	1
9	Nc1ccc(O)cc1C(=O)OCC(=O)c1ccc(C2CCCCC2)cc1	-0.076	9	60*	-2	-8	-9	1486	6	-0.1	4	1.1
10	O=S(=O)(NC1=NCCC1)c1cccc(NS(=O)(=O)c2ccc(OC(F)(F)F)cc2)c1	-0.55	-11	54*	-5	1	7	1498	-22	0.0	2	0.9
11	CCc1nnc(NC(=O)c2sc3nc4c(cc3c2N)CCCCCC4)s1	.	-1	-4	2	2	3	1589	13	0.7	1	1
12	CCOC(=O)C(=O)Nc1ccccc1C(=O)OCC	1.5	3	-2	-1	-10	-18	1600	9	0.3	-5	1.2
13	COCCOC(=O)c1cc(C(=O)c2cc(Cl)ccc2O)coc1=N	-0.5	1	-10	9	-11	11	1679	-14	-0.5	8	0.9
14	O=C(O)CNC(=O)C12CC3CC(CC(Cl)(C3)C1)C2	1	-5	0	-4	9	-7	1372	-14	-0.4	3	1.1
15	COc1ccc(O[C@H]2C=C[C@@H](c3ccccc3)O[C@@H]2CO/N=C/C[C@@H]2C=C[C@H](OC(C)=O)[C@@H](COC(C)=O)O2)cc1	-0.17	1	5	-1	-11	2	1575	-12	-0.6	6	1

4 records picked at random from the list so far, as already listed:
item	Structure	ROMK primary	PPARg SRC2 recr	L major viab	PPARg SRC3 recr	TLR4-MyD88 BLA	bIAP inhibitor	SRC2 TRFRET art	S1P3 antag	Redox H2O2 prof	PPARg SRC1 recr	bIAP act
9	Nc1ccc(O)cc1C(=O)OCC(=O)c1ccc(C2CCCCC2)cc1	-0.076	9	60*	-2	-8	-9	1486	6	-0.1	4	1.1
14	O=C(O)CNC(=O)C12CC3CC(CC(Cl)(C3)C1)C2	1	-5	0	-4	9	-7	1372	-14	-0.4	3	1.1
15	COc1ccc(O[C@H]2C=C[C@@H](c3ccccc3)O[C@@H]2CO/N=C/C[C@@H]2C=C[C@H](OC(C)=O)[C@@H](COC(C)=O)O2)cc1	-0.17	1	5	-1	-11	2	1575	-12	-0.6	6	1
7	CCCC(=O)Nc1cc(Cl)ccc1C	0.071	7	0	1	-6	-8	1568	-13	-1.7	2	1.1

Later entries
item	Structure	ROMK primary	PPARg SRC2 recr	L major viab	PPARg SRC3 recr	TLR4-MyD88 BLA	bIAP inhibitor	SRC2 TRFRET art	S1P3 antag	Redox H2O2 prof	PPARg SRC1 recr	bIAP act
16	Nc1cccnc1Sc1cc(Cl)c(Cl)cc1Cl	-1.2	1	-5	-6	-4	15	1580	.	-1.4	-5	0.8
17	CCOc1ccc(OCCOc2ncnc3ccccc23)cc1	.	-2	-1	2	2	-4	1484	.	1.5	9	1
18	Cc1ccccc1C(=O)N1CCC(C(=O)Nc2ccc3c(c2)OCO3)CC1	-0.0093	13	30	3	-22	13	1554	8	-0.1	-3	0.9
19	CC(=O)Nc1ccc(N2C(=O)c3ccc(C(=O)Nc4nnc(SCc5ccc(F)cc5)s4)cc3C2=O)cc1	-1	5	10	-3	1	-6	1362	-5	-0.6	8	1.1
20	CCC(C)NC(=O)CSc1c2c(nc3ccccc13)CCCC2 (stereo not drawn)	.	5	25	7	-14	2	1510	-5	-0.1	15	1
21	COc1ccc(S(=O)(=O)NCc2csc(C)n2)cc1	.	-9	-4	-10	-3	-2	1436	-23	0.0	-4	1
22	Cn1nnnc1NCc1c(F)cccc1Cl	.	8	-5	13	-7	-3	1551	-14	2.3	0	1
23	O=C(N/N=C/c1cn(-c2ccccc2)nc1-c1ccc(F)cc1)c1ccc2c(c1)OCO2	.	-1	15	-10	-3	-3	1434	.	0.6	-6	1
24	CS(=O)(=O)N(CC(=O)NCCSCc1cccc(Cl)c1)c1ccc2c(c1)OCO2	.	11	9	-3	2	-2	1561	6	0.9	-1	1
25	Cc1cc(C2C(C#N)=C(N)SC(N)=C2C#N)c(C)s1	.	25*	1	15	6	7	1825	-10	1.5	9	0.9
26	O=C(NCCCN=C1NS(=O)(=O)c2ccccc21)c1ccncc1	-0.0043	2	2	-4	1	13	1482	.	0.6	-1	0.9
27	COc1ccc(S(=O)(=O)N(CC(=O)NCC2CCCO2)c2ccccc2)cc1OC (stereo not drawn)	0.64	6	-9	-4	-12	18	1485	-31	0.0	0	0.8
28	Cc1cc2c(N=NC(=O)CCc3ccccc3)c(O)[nH]c2cc1Br	0.29	0	-10	-4	10	-1	1486	-7	-0.2	-4	1
29	CCn1c(SCC(=O)N/N=C/c2ccc(C)o2)nnc1-c1ccccc1	.	-5	1	-1	-5	0	1541	.	2.0	-3	1
30	CCNc1nc(SCC(=O)OC)nc(N2CCOCC2)n1	.	11	-6	-1	7	10	1598	.	-1.5	2	0.9

Profiles as entered above. Values in the order: ROMK primary | PPARg SRC2 recr | L major viab | PPARg SRC3 recr | TLR4-MyD88 BLA | bIAP inhibitor | SRC2 TRFRET art | S1P3 antag | Redox H2O2 prof | PPARg SRC1 recr | bIAP act
Shown for `Cc1ccccc1C(=O)N1CCC(C(=O)Nc2ccc3c(c2)OCO3)CC1` = -0.0093 | 13 | 30 | 3 | -22 | 13 | 1554 | 8 | -0.1 | -3 | 0.9
Shown for `COc1ccc(S(=O)(=O)N(CC(=O)NCC2CCCO2)c2ccccc2)cc1OC` (stereo not drawn) = 0.64 | 6 | -9 | -4 | -12 | 18 | 1485 | -31 | 0.0 | 0 | 0.8

Other structures.
item	Structure	ROMK primary	PPARg SRC2 recr	L major viab	PPARg SRC3 recr	TLR4-MyD88 BLA	bIAP inhibitor	SRC2 TRFRET art	S1P3 antag	Redox H2O2 prof	PPARg SRC1 recr	bIAP act
31	Cn1c(SCC(=O)NC(=O)NCc2ccco2)nnc1C(F)(F)F	-0.14	5	-7	2	-8	4	1534	.	0.2	1	1
32	O=C1C2CCCCC2C(=O)N1c1cccc(OS(=O)(=O)c2ccccc2)c1 (stereo not drawn)	-0.24	2	-6	3	-9	24	1772	-1	-0.3	4	0.8
33	CC(Oc1ccccc1F)c1ccnc2nc(/N=C/N(C)C)nn12 (stereo not drawn)	-0.37	-7	-10	-2	-18	-2	1402	-16	-0.7	-5	1
34	O=C(C1CCCN1S(=O)(=O)c1ccc(Cl)c(Cl)c1)N1CCCCC1 (stereo not drawn)	-0.65	4	21	10	13	-1	1486	-21	-5.2	7	1
35	O=C(c1cc(-c2ccccn2)nc2c(Cl)cccc12)N1CCN(S(=O)(=O)c2ccccc2)CC1	-1	0	81*	5	5	11	2813*	-4	-0.2	10	0.9
36	CC(C)c1onc(C(=O)N(C)Cc2ccccc2)c1[N+](=O)[O-]	-0.22	14	-6	3	17	.	1507	-25	-0.8	4	0.3
37	CCCn1c(SCC(=O)Nc2nc(-c3ccc(OC)cc3)cs2)nc2c1c(=O)n(C)c(=O)n2C	-0.095	3	-8	5	-3	13	1633	9	-0.9	3	0.9
38	S=C(NCc1ccccc1)NCc1ccc(CNC(=S)NCc2ccccc2)cc1	-0.46	-1	10	-2	-3	38	1399	1	-0.8	0	0.6
39	Cc1nn(C(=O)c2cccs2)c(C)c1CN1C(=O)c2ccccc2C1=O	0.72	6	-9	8	-4	4	1682	-12	2.3	0	1
40	O=C(Nc1nc2ccccc2s1)c1ccc2c(c1)S(=O)(=O)c1ccccc1C2=O	0.91	0	3	-1	-1	2	1554	-17	-1.2	3	1
41	COc1ccc(-c2nnc(NC(=O)c3ccc(S(=O)(=O)N4COCC4(C)C)cc3)o2)cc1	.	1	99*	3	1	-8	1323	-4	2.7	1	1.1
42	CCCC(CCC)C(=O)Nc1ccc2c(c1)N(C(=O)CN1CCN(C)CC1)c1ccccc1CC2	-0.64	-5	18	-2	-7	-91	1461	-16	-0.1	-4	1.9
43	CCCCOc1ccc(-c2nnc(-c3ccncc3)o2)cc1	.	-5	-7	1	-3	2	1514	-22	-2.0	0	1
44	CCc1nnc(NS(=O)(=O)c2ccc(NC(=S)NC(=O)c3ccc(F)cc3)cc2)s1	.	-1	-3	0	9	5	1430	-7	-0.1	4	0.9
45	CC(=O)c1cc(C#N)c(SCC(=O)O)nc1C	1.3	6	7	12	-9	13	1603	.	0.3	-3	0.9
46	CCc1ccc(OCC(=O)O/N=C(\N)Cc2ccc([N+](=O)[O-])cc2)cc1	.	0	47	1	-12	-4	1327	-12	0.3	-10	1
47	CC1CCN(CCCNC(=O)c2ccc(CSCc3cccc(Cl)c3)o2)CC1	-4.2*	0	100*	-1	4	-6	1722	.	0.1	3	1.1
48	CSc1nnc(-c2ccccc2)o1	.	4	4	-7	12	7	1542	3	1.9	13	0.9
49	O=C(NCc1cccnc1)c1ccc(-c2cccc(Cl)c2Cl)o1	-0.61	-6	3	1	-5	10	1426	-5	-0.2	-4	0.9
50	O/N=C(\c1ccc(Cl)cc1)c1ncc(C(F)(F)F)cc1Cl	-0.46	6	20	-4	9	32	1528	.	0.3	-4	0.7
51	Cc1nn(Cc2ccccc2)c(C)c1NC(=O)c1cc(-c2cccs2)on1	.	0	2	1	0	-3	1325	3	0.6	-2	1
52	c1ccc2c(c1)[nH]c1c(N3CCCC3)ncnc12	-1.9	3	58*	19	-5	18	1477	19	0.9	4	0.8
53	Cc1cc(N2CCCCC2)n2nc(C)c(-c3ccccc3)c2n1	-0.33	3	8	8	-1	-8	1627	21	12	6	1.1
54	CCN(CC)C(=O)c1c(C)[nH]c(=S)c(C#N)c1-c1ccco1	0.034	4	2	1	-4	-12	1463	-22	-0.2	-3	1.1
55	COc1ccc(NC(=O)c2noc3c2CCCCC3)cc1	-0.56	2	1	2	-6	6	1659	-9	0.3	15	0.9
56	O=C(Nc1ccc(C(F)(F)F)cc1)C1(c2ccccc2)CC1	.	2	-6	0	-6	37	1425	-13	0.2	-4	0.6

Compound activity (PubChem BioAssay)
